Assay outcomes as filed in PubChem BioAssay.
Smad3 inh: Smad3/FoxH1 peptide binding inhibitors, primary screen, biochemical, TR-FRET | TR-FRET Smad3/Dy647-FoxH1 peptide binding, europium anti-His | inhibition, % at 25 µM | 0.29% of 88,000 active | AID 630, 2007;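 active = compounds that reduce the energy-transfer binding signal between the protein and its labelled peptide by more than half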;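 note: 0% = Smad3 plus labelled peptide maximal FRET and 100% = peptide-only background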
ERa coact inh: ERα–SRC-1 coactivator interaction inhibitors, primary screen, biochemical, TR-FRET, ERα LBD, estradiol-bound; Estrogen receptor (Homo sapiens), P03372; TR-FRET ER-alpha LBD / SRC-1 peptide; inhibition, % at 25.6 µM; 1.7% of 86,000 active; AID 629, 2007; in the data active = inhibition above about 50%;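 note: 0% = receptor plus peptide control and 100% = peptide only without receptor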
ERa coact pot: enhancers of ERα–SRC-1 coactivator binding, primary screen, biochemical, TR-FRET, ERα LBD, low estradiol. Estrogen receptor (Homo sapiens), P03372. TR-FRET ERalpha-LBD/SRC-Cy5 coactivator binding, 2 h; 100 = basal binding, no effect. coactivator binding (% of control), % at 25.6 µM. 1.3% of 86,000 active; in the data active = activity above about 200%;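 note: binding measured in presence of low estradiol as agonist stimulus; 0% = peptide alone without receptor and 100% = receptor with peptide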
H69AR inhibit: proliferation blockers of H69AR lung cancer cells, primary screen, cell-based, human, 86K library; AID 598, 2007; 6% of 85,000 active; H69AR lung tumor viability, ATP luminescence, 72 h; hits give low values; viability, % at 10 µM;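 active = viability at or below 40%; inactive = viability above 40%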;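 note: multidrug resistant small cell line overexpressing MRP-1 efflux transporter; 100% = mean luminescence of untreated control wells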
Lung fibro prol: antiproliferative effect on LL 47 fibroblasts – human, LL 47 cells, CellTiter-Glo luminescence, primary screen; LL 47 human lung fibroblast viability, ATP luminescence; hits give low values; viability, % at 10 µM; 1.1% of 85,000 active;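 active = viability at or below 50% in the single dose screen; inactive = viability above 50%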;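 note: compound exposure lasted 72 h before the ATP readout; 100% = median luminescence of untreated cell-only wells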
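Test system: LL 47 human lung fibroblasts / Incubation: 72 h compound exposure at 37 °C after overnight plating / Technique: luminescent ATP detection, CellTiter-Glo / Compound dosing: 0.1% DMSO in all compound wells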
Mac1 fbg enh: enhancers of CD11b/CD18 adhesion to fibrinogen, primary screen, K562 cells, luminescence. Integrin beta-2 (Homo sapiens) + Integrin alpha-M (Homo sapiens), P05107+P11215. activation, % at 10 µM. ATPlite luminescence. 0.07% of 93,000 active;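 active = 10 µM primary screen giving 50% or more activity, confirmed by 40% or more on retest at that dose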; note: strong numbers were not always called active
Target sequence (P05107 whole entry, looked up, other chains not shown): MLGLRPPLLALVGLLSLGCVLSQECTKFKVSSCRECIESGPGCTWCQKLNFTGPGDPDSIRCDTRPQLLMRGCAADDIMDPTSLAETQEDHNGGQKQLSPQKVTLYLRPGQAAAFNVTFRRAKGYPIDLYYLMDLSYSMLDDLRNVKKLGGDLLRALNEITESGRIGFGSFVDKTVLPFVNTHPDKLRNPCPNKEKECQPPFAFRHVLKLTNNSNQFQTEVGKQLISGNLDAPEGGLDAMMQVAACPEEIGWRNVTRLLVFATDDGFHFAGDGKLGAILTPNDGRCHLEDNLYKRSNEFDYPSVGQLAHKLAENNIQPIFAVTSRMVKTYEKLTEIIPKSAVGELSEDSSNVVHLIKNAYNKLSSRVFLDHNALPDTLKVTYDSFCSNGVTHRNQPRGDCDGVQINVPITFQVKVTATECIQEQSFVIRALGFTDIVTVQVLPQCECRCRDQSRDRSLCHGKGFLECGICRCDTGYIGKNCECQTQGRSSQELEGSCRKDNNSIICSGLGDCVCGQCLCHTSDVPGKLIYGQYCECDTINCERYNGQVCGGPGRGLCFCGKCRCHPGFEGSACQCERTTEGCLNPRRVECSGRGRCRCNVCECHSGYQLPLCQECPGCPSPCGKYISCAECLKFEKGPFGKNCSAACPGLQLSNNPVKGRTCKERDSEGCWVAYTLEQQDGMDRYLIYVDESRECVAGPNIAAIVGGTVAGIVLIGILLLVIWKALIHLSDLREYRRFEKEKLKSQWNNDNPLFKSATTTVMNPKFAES
ERb SRC1 inh: inhibitors of ERβ-SRC1 coactivator interaction, primary screen, biochemical, TR-FRET, ERβ LBD, SRC-1 peptide | 1.3% of 86,000 active | Estrogen receptor beta (Homo sapiens), Q92731 | inhibition, % at 25.6 µM | TR-FRET ER-beta LBD / SRC1-Cy5 peptide binding; receptor agonist-loaded with 1 µM estradiol;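 active = compounds whose percent inhibition of the receptor-coactivator binding signal exceeds about 50% in the single-dose screen, limit read from the data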;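 note: 0% = receptor plus peptide wells without compound and 100% = peptide-only wells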
HUVEC inhibit: inhibitors of HUVEC proliferation, primary screen, cell-based, 384-well; CellTiter-Glo luminescence, 72 h; hits give low values; viability, % at 10 µM (by protocol); 1.1% of 86,000 active; AID 648, 2007;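 active = viability at or below 30%; inactive = viability above 30%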;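 note: 100% = median luminescence of DMSO-only cell control wells on each plate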
MT1-MMP txn act: MT1-MMP promoter reporter activation – cell-based, luciferase luminescence, primary screen; HT1080 MT1-MMP promoter luciferase reporter, overnight; hits give high values; 0.16% of 86,000 active; activation factor at 10 µM;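 active = activation factor of at least 2 for MT1-MMP transcription at 10 µM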
An asterisk follows results filed as active; x = no result given; [ ] = dose if it differs, or a comment. Some of the compounds tested; rates above refer to the full screens.

Compound	ERb SRC1 inh	HUVEC inhibit	ERa coact pot	H69AR inhibit	Lung fibro prol	Mac1 fbg enh	ERa coact inh	MT1-MMP txn act	Smad3 inh
Cc1ccc(-c2cc(C(=O)Nc3cc(C)ccc3C)[nH]n2)c(O)c1	8	130	122	101	100	x	22	1.1	-8
O=C(/C=C\c1ccccc1)Nc1nccs1	-7	85	116	78	90	x	-3	1.5	6
COc1ccccc1NC(=O)CS(=O)(=O)c1cccc2nsnc12	6	84	106	97	95	1	3[fluorescence artefact?]	1.4	-2
C=CCn1c(-c2csc(-c3ccccc3)n2)n[nH]c1=S	-10	91	80	95	104	-4	-8	x	1
Cn1c(C(=O)NCc2ccccn2)cc2c(=O)n3ccccc3nc21	-18	108	109	101	105	x	-26	1.6	11
Nc1c(S(=O)(=O)c2ccccc2)c2nc3ccccc3nc2n1/N=C/c1cccc(O)c1	15[fluorescence artefact?]	6.9*	91[fluorescence artefact?]	1.4*	100	-3	13	1.2	4
Nc1nc(CN2CCN(c3ccccn3)CC2)nc(Nc2ccc(Cl)cc2)n1	0[fluorescence artefact?]	67	115	81	96	6	5	1.3	2
Cc1ccc(-c2nnc(N3CCN(C(=O)CSc4ncn[nH]4)CC3)c3ccccc23)cc1	1[fluorescence artefact?]	105	115	76	2.9*	8	8	0.9	-6
CCn1c(NC(C)=O)nc2ccccc21	-11	83	114	94	103	x	-10	1.1	1
Cc1cccc(OCC(=O)Nc2ccc3c(c2)OCO3)c1C	20	98	113	91	91	5	11	1.4	9
CC(=C/c1ccco1)/C=N/N1CCN(c2ccccc2)CC1	-1	82	107	61	90	x	0	1.1	17
CC1=C(C(=O)OC(C)C)C(c2ccc(Br)s2)NC(=O)N1 (centres undefined)	-9	103	93	96	93	0	-8	1.1	22[fluorescence artefact?]
COc1cccc(C(c2nnnn2CCc2ccccc2)N2CCN(c3ccccc3)CC2)c1OC (centres undefined)	-4	96	113	76	85	x	11	0.8	-1
COc1ccccc1-c1nnc(SCC(=O)Nc2c(Cl)cccc2Cl)o1	15[fluorescence artefact?]	92	100	95	98	3	15	1.3	-5
C=C(C)CNC(=S)NNC(=O)c1ccco1	-3	93	100	104	96	1	-5	1.1	-4
CCN(CC)CCNC(=O)C1c2cc(OC)c(OC)cc2C(=O)N2CCc3ccccc3C12 (centres undefined)	5	98	116	90	98	x	10	1.1	0
COc1ccc2cc3cc(C(=O)Nc4ccccc4N4CCN(C)CC4)oc3nc2c1	-2	3.6*	98[fluorescence artefact?]	29*	28*	x	12	1	7
O=C(NC1CC2CCC1C2)c1ccc(CN2CCOCC2)cc1 (centres undefined)	-26[fluorescence artefact?]	97	124	87	94	1	-21	1.4	2
COc1ccc(-c2cc(C)nc3nc(N)nn23)cc1	-3	86	103	93	96	-4	-1	1.1	-7
COc1cc(C(C#N)N2CCOCC2)ccc1O (centres undefined)	6[fluorescence artefact?]	97	97	86	96	0	6	1.2	1
CC1CCN(C(=O)CN(c2ccc(Oc3ccccc3)cc2)S(C)(=O)=O)CC1	23	94	71	85	104	2	12	1	-7
CCOC(=O)c1cc(NC(=O)NCc2ccco2)c(C)nc1C	-2	90	114	94	100	-5	-5	1	2
O=C(NC1CCCC1)C1CCN(c2nccs2)CC1	-17	99	95	73	107	x	-19	1.1	-5
Cc1cc(C(=O)COC(=O)C2=NNC(=O)CC2)c(C)n1-c1cccc(C(F)(F)F)c1	3	109	90	90	106	-3	-6	1.1	-2
CC(C)COc1ccc(/C(=N/O)c2ccccc2)cc1	32	110	90[fluorescence artefact?]	50	88	0	-6	1	5
Cc1cc(Nc2ccccc2)nc(N2CCOCC2)n1	-10	92	102	74	100	-2	-9	1.1	-20
O=C1C=C(Nc2ccc(Cl)cc2)CC(c2ccco2)C1 (centres undefined)	9	79	89	26*	88	x	2	1.1	4
COc1ccc(C=O)cc1CSc1nnc(COc2cccc3cccnc23)o1	-17[fluorescence artefact?]	73	96	85	95	x	-6	1.2	2
Cc1cnc(NC(=O)CSc2nnc(-c3ccccc3)o2)s1	0	94	116	84	100	x	5	1.2	-6
Cc1ccc(S(=O)(=O)N2Cc3ccccc3CC2C(=O)Nn2cnnc2)cc1 (centres undefined)	0	96	111	83	101	-2	1	1.1	-6
N#CC1(c2ccccc2)CCCN1C(=O)c1ccc(Br)cc1 (centres undefined)	-21[fluorescence artefact?]	105	109	95	106	1	-3	1.2	11[fluorescence artefact?]
COC(=O)c1oc2ccccc2c1NC(=O)CN1CCCC1	0[fluorescence artefact?]	102	120	89	100	2	1[fluorescence artefact?]	1.2	5
COc1ccc(Nc2cc(C(=O)NCCCN3CCN(C)CC3)c3ccccc3n2)cc1	8[fluorescence artefact?]	80	102	95	91	-5	5	1	-3
Cc1cccc(Nc2nc(N)nc(CN3CCC(C(N)=O)CC3)n2)c1C	4	78	104	92	98	3	-5	1.1	-8
c1ccc(COn2nnc3ccccc32)c(COn2nnc3ccccc32)c1	-2	76	89	88	91	1	-3	1.1	1
CC1(C)CC(=O)C=C(Nc2ccc(C(=O)O)cc2)C1	0	107	113[fluorescence artefact?]	101	98	x	-8	1.1	-3
CSc1nnc2c(n1)OC(C)N(C(=O)c1ccccc1)c1ccccc1-2 (centres undefined)	-4	104	114[fluorescence artefact?]	83	93	x	-3	1.1	1
O=C(NCCCCNC(=O)c1ccc(Cl)s1)c1ccc(Cl)s1	7[fluorescence artefact?]	92	155	92	99	x	4[fluorescence artefact?]	1	1[fluorescence artefact?]
O=[N+]([O-])c1cccnc1N1CCC(c2cc(-c3cccc(C(F)(F)F)c3)n[nH]2)CC1	8	3.7*	85	34*	101	-4	9[fluorescence artefact?]	1	1
Cc1ccc(CNC(=O)c2csc3c2CCCCC3)cc1	-7	88	105	93	100	-6	-6	1.1	0
Cc1nonc1NC(=O)CSc1nc(C2CCCCC2)nc2ccccc12	1	94	113[fluorescence artefact?]	15*	68	-2	7	1.1	-1
CC(=O)N1CCN2C(=O)C1CCCC(=O)c1cc(C3CCCCC3)ccc12 (centres undefined)	-10	104	105	86	101	0	-4	1.2	2
COc1ccc(-c2nnc(SCC(=O)Nc3ccc(C)cc3)n2C)cc1	-5	99	120	101	100	-2	-10	1.1	-7
Cc1cc2c(N3CCCCC3C)ncnc2s1 (centres undefined)	-11	102	123	37*	94	3	-6	1.1	6
O=C(c1ccc(Br)s1)N1CCCC1	4	99	91	98	110	-7	-7	1.1	-26
CCOc1ccccc1NC(=O)C(CC(C)C)NC(=O)C1CCCCC1 (centres undefined)	-10	103	100[fluorescence artefact?]	89	84	-1	-3	1	8
CC1CCCCN1S(=O)(=O)c1ccc(NC(=O)c2cccc(-n3cnnn3)c2)cc1 (centres undefined)	-6	88	108	91	92	0	-3	1	3
COc1ccc(NC(=O)C2CCCN(c3c4c(nc5ncnn35)CCC4)C2)cc1 (centres undefined)	-1[fluorescence artefact?]	91	113	99	99	-2	2[fluorescence artefact?]	1.1	3
COc1cccc(-c2nn(-c3ccccc3)cc2CO)c1	-3[fluorescence artefact?]	83	132	83	93	-2	-7[fluorescence artefact?]	1.7	1[fluorescence artefact?]
CCNC(=O)c1cc2c(=O)n3cccc(C)c3nc2n(Cc2ccc(C)cc2)c1=N	35	79	117	x	91	1	16	1.2	-1

4 entries drawn at random from those above:
Compound	ERb SRC1 inh	HUVEC inhibit	ERa coact pot	H69AR inhibit	Lung fibro prol	Mac1 fbg enh	ERa coact inh	MT1-MMP txn act	Smad3 inh
Cc1cnc(NC(=O)CSc2nnc(-c3ccccc3)o2)s1	0	94	116	84	100	x	5	1.2	-6
CCNC(=O)c1cc2c(=O)n3cccc(C)c3nc2n(Cc2ccc(C)cc2)c1=N	35	79	117	x	91	1	16	1.2	-1
CCOc1ccccc1NC(=O)C(CC(C)C)NC(=O)C1CCCCC1 (centres undefined)	-10	103	100[fluorescence artefact?]	89	84	-1	-3	1	8
CC1CCCCN1S(=O)(=O)c1ccc(NC(=O)c2cccc(-n3cnnn3)c2)cc1 (centres undefined)	-6	88	108	91	92	0	-3	1	3

(further entries)
Compound	ERb SRC1 inh	HUVEC inhibit	ERa coact pot	H69AR inhibit	Lung fibro prol	Mac1 fbg enh	ERa coact inh	MT1-MMP txn act	Smad3 inh
O=C(COC(=O)Cn1cnc2ccccc21)NCCC1=CCCCC1	29	103	136[fluorescence artefact?]	97	99	-5	-4	1.1	9
CCN1CCCC1CNc1ncnc2c1[nH]c1ccc(F)cc12 (centres undefined)	-5	93	106[fluorescence artefact?]	78	93	5	5	1.3	8
CCOc1ccc(NC(=O)CN(C)c2ccc(S(=O)(=O)N3CCOCC3)cn2)cc1OCC	29[fluorescence artefact?]	96	109	100	103	-2	11	x	-4
Cc1ccc(N(CC(O)COCc2ccco2)S(=O)(=O)c2ccc(C)cc2)cc1 (centres undefined)	25	84	170	87	99	5	41	1.1	15
CC(=O)c1c(C)n([O-])c2ccccc2[n+]1=O	-3	97	123	108	x	-4	-9	1.2	4
Clc1ccc(/C=N/Nc2nn[nH]n2)cc1	-8	84	122	99	94	x	-1	1.2	0
CCN(CC)CCCN1C(=O)C(O)=C(C(=O)c2sc(C)nc2C)C1c1ccco1 (centres undefined)	4[fluorescence artefact?]	93	114	99	102	0	8	1.3	4
c1csc(-c2nnc(Cc3cccc4ccccc34)o2)c1	-2	96	101	88	98	x	1	1	5
CCOC(=O)N1CCN(C(=O)c2ccccc2N(C)S(C)(=O)=O)CC1	-3	101	105	101	106	0	-5	1.1	-4
CCSCc1nnc(SCC(=O)Nc2nc3ccccc3s2)n1C	-14[fluorescence artefact?]	105	106	87	101	-3	-13	1.1	17
c1ccc2[nH]c(NC3=NCCC3)nc2c1	-1	99	107	107	107	x	3	1	4
Cc1ccc(C2c3c(oc4ccccc4c3=O)C(=O)N2CCCN2CCOCC2)o1 (centres undefined)	-1	105	103	95	99	5	-1	1.1	4
COCCCNC(=O)CSC1=Nc2ccccc2C2=NC(Cc3c[nH]c4ccccc34)C(=O)N12 (centres undefined)	3[fluorescence artefact?]	90	106	95	101	-1	7[fluorescence artefact?]	1.2	3
CCOc1ccccc1NC(=O)NC1CCN(CC(=O)Nc2ccc3c(c2)OCCO3)CC1	-5[fluorescence artefact?]	91	103	62	93	0	-1	1	0
CN(CCC(=O)Nc1ccc2c(c1)OCO2)Cc1ccccc1	-15	98	94	83	100	1	-16	1	2
CCOc1ccc(NC(=O)CN(c2ccc(OC)cc2)S(C)(=O)=O)cc1	-4[fluorescence artefact?]	98	125[fluorescence artefact?]	91	101	4	2[fluorescence artefact?]	1.6	11
COc1ccccc1CC(=O)Nc1ccc(OC)c(OC)c1	-7	101	109[fluorescence artefact?]	92	101	x	6	1.2	6
CCCc1nc2ccccc2c(=O)n1/N=C/c1ccc(O)cc1	-2	118	117	87	x	4	-3	1.1	13
